CCT modulator: High-Throughput Screening for Modulators of Cytosolic Chaperonin Activity. AID 651819, 2012. purified chaperonin ATPase assay, HTRF ADP detection, 30 min. 0.3% of 360,000 active. activity change, % (no concentration beside the values), hits read low; in the data active = activity change below about -30%; note: % is set by controls: 0 for no effect and ±100 for the full control effect
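ATPase activity: ADP formed was measured by HTRF Transcreener (665/615 nm ratio) after 30 min at 37 deg C with 10 uM ATP. Compounds screened at one 76 uM concentration against 40 or 20 nM TRiC in Tris pH 7.4/KCl/MgCl2/DTT buffer.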
PLK1 PBD inh: qHTS for Inhibitors of PLK1-PDB (polo-like kinase 1 - polo-box domain): Primary Screen; Serine/threonine-protein kinase PLK1 (Homo sapiens), P53350; Plk1 PBD binding of FITC phosphopeptide, fluorescence polarization; Potency, µM, inactives show max response, negative = inhibition, actives largely listed as inhibitors; 2.8% of 360,000 active; AID 720504, 2013; note: potency is the fitted concentration of half-maximal effect; series mostly up to about 57 µM; % is set by controls: 0 for no effect and ±100 for the full control effect; nearly all actives have a fitted effect of over 65% in size
PI5P4Ka inh: qHTS for Inhibitors of phosphatidylinositol 5-phosphate 4-kinase (PI5P4K); max response, %; 1.2% of 330,000 active; Phosphatidylinositol 5-phosphate 4-kinase type-2 alpha (Homo sapiens), P48426; PI5P4Kalpha enzyme, ADP-Glo luminescence, 60 min; hits give low values; active = max response of -50% or lower; inconclusive = between -30% and -50%; inactive = -30% or higher; note: value at the top dose of about 77 µM; % is set by controls: 0 for no effect and ±100 for the full control effect
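Quantitative HTS of the MLSMR library against PI5P4Kalpha with substrate. ATP added last at 5 microM final; room temperature, 60 minutes. Remaining ATP depleted, ADP converted and read as luminescence.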
EPAC1 ag: qHTS for Agonist of cAMP-regulated guanine nucleotide exchange factor 3 (EPAC1): primary screen | Rap guanine nucleotide exchange factor 3 (Homo sapiens), O95398 | EPAC1 agonist qHTS, biochemical assay; response scale: 100% = response to 6.5 mM cAMP | Potency, µM (doses to about 154 µM), for inactives: at the highest dose activation, most hits filed as activators | 0.073% of 360,000 active | AID 720707, 2013; note: potency is the fitted concentration of half-maximal effect; nearly all actives have a fitted effect of over 60% in size
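Multi-concentration qHTS readout: loss of Rap1B-bound BODIPY-GDP fluorescence driven by 100 nM EPAC1 with excess GDP (50 uM), monitored kinetically at room temperature; agonist response expressed relative to 6.5 mM cAMP.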
IL2 activator: qHTS of IL-2 Activators; activation, % (series mostly up to about 46 µM); IL-2 activation reporter assay, cell-based qHTS; stimulated with anti-CD3/CD4/CD28 beads; in transgenic mouse T cells; 0.065% of 360,000 active; in the data active = activation above about 50%; inconclusive = mostly about 30% to 49%; note: 0% is about no effect
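Screening format: compound pinned onto unstimulated transgenic mouse T cells, 60 min incubation, then anti-CD3/anti-CD4/anti-CD28 bead stimulation for 18 hours at 37 degrees C, followed by EGFP and DsRed detection.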
WRN inhibitor: qHTS for Inhibitors of WRN Helicase; Bifunctional 3'-5' exonuclease/ATP-dependent helicase WRN (Homo sapiens), Q14191; WRN helicase unwinding, fluorescent forked duplex, kinetic; Potency, µM (series often up to 114 µM), without a hit: at the top dose activity change, negative = inhibition, hits mostly inhibitors; 0.46% of 360,000 active; AID 651768, 2012; note: potency is the fitted concentration of half-maximal effect; % is set by controls: 0 for no effect and ±100 for the full control effect; nearly all actives have a fitted effect of over 55% in size
Target sequence (Q14191 whole entry, looked up): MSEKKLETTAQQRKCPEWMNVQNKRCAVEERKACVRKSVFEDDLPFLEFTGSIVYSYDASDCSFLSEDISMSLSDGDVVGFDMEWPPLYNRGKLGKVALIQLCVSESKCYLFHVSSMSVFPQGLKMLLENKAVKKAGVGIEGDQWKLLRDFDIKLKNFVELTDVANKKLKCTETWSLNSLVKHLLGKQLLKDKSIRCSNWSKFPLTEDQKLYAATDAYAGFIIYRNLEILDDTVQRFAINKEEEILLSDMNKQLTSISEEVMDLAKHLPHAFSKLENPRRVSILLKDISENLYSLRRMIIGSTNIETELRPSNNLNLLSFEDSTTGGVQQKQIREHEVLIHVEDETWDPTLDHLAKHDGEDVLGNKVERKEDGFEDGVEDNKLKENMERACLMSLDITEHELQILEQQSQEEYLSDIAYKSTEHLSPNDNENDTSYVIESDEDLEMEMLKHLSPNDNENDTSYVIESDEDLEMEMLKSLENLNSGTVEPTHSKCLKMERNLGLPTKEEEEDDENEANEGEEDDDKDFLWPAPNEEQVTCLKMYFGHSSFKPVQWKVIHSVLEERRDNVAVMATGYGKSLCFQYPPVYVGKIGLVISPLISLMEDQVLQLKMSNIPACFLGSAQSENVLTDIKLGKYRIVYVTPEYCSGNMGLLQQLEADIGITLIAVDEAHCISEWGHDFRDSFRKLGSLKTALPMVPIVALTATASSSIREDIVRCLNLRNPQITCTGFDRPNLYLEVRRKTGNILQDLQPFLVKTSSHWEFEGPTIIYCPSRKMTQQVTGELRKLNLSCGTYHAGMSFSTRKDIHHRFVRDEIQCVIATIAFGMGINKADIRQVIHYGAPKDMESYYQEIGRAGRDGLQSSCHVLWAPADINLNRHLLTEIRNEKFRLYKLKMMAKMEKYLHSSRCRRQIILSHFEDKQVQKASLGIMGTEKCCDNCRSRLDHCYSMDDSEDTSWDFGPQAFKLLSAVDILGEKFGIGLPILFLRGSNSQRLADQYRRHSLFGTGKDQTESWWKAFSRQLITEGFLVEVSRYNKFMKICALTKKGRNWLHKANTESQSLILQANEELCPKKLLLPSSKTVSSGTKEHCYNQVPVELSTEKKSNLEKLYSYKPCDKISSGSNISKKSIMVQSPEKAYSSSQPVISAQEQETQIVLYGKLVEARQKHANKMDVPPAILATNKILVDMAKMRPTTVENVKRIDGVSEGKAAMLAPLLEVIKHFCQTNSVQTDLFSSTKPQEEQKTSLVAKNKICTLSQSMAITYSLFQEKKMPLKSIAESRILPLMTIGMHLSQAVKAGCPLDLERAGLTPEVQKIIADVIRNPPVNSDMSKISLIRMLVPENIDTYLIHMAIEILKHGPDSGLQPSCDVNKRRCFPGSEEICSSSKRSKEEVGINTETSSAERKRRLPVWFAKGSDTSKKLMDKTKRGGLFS
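Fluorescence dequenching readout, ex 525 nm/em 598 nm, kinetic mode: forked duplex DNA (100 nM final) with adjacent fluorophore and quencher unwound by WRN (20 nM final) with 2 mM ATP. Compound preincubation 15 min, room temperature.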
EPAC1 antagonist: qHTS for Antagonist of cAMP-regulated guanine nucleotide exchange factor 3 (EPAC1): primary screen; Potency, µM (top dose mostly 115 µM), for the others: at the top dose activity change, negative = inhibition, most hits filed as inhibitors; EPAC1 GEF assay, Rap1b-BODIPY-GDP exchange fluorescence; Rap guanine nucleotide exchange factor 3 (Homo sapiens), O95398; AID 720709, 2013; 0.14% of 360,000 active;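 note: potency is the fitted concentration of half-maximal effect; plate controls were vehicle for no effect and positive control for full effect; nearly all actives have a fitted effect of over 50% in size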
EPAC2 agonist: qHTS for Agonist of cAMP-regulated guanine nucleotide exchange factor 4 (EPAC2): primary screen. 0.079% of 360,000 active. Potency, µM (titrated, usually from 154 µM), for inactives: at the top dose activation, most hits filed as activators. Rap guanine nucleotide exchange factor 4 (Homo sapiens), Q8WZA2. EPAC2 activation, biochemical qHTS; response scale: 100% = 6.5 mM cAMP response; note: potency is the fitted concentration of half-maximal effect; nearly all actives have a fitted effect of over 50% in size
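qHTS, titration series. 100 nM EPAC2 / 250 nM Rap1B-BODIPY-GDP / 50 uM GDP; RT; ex 480/em 540 nm, 5-min reads to 30 min. Norm. to 6.5 mM cAMP = activation.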
The depositor's hits bear a star; ? = inconclusive; nt = not tested or not shown; [ ] = remark or other dose. Unless noted, calls come from the whole dose curve; as a rule, active = well fitted curve in the direction sought with a large enough effect; inconclusive = small, poorly fitted or top-dose-only effect, or another doubt; inactive = no such curve, though single readings can be large; an effect the other way counts as inactive or inconclusive. This is a subset; the hit share may differ from the screen's.

SMILES	PI5P4Ka inh	EPAC1 ag	EPAC2 agonist	EPAC1 antagonist	WRN inhibitor	CCT modulator	IL2 activator	PLK1 PBD inh
CCC(=O)Nc1ccc(S(=O)(=O)Nc2ccc(Cl)nn2)cc1	-9.0	-7.2%	6.4%	1.8%	-2.5%	1.3	-2.0	-18.0%
CCN(C[C@H]1N[C@@](Cc2ccccc2)(C(=O)OC)[C@H]2C(=O)N(C)C(=O)[C@@H]12)C(=O)Nc1ccc(F)cc1	-0.2	-30.2%[inhibitor]	-2.1%	-0.9%	5.5%	-0.5	0.3	-3.4%
CC(C)COc1cccc(C(=O)Nc2ccc(S(=O)(=O)N3CCOCC3)cc2)c1	nt	?	13.6%	-16.9%	-23.7%	1.1	-1.9	-6.3%
COc1cc2c(cc1[N+](=O)[O-])-c1ccc([N+](=O)[O-])cc1C2=NO	-14.4	-4.4%	12.4%	-19.4%	-9.0%	0.5	0.6	-11.2%
O=C1N=c2ccccc2=C1c1sc(Nc2cccc(O)c2)nc1O	?	0.9%	-7.5%	3.6%	2.4%	1.1	0.9	-10.2%
CCc1cc2c(=O)n(CC(=O)NC3CCCCC3)cnc2s1	3.4	8.2%	5.0%	1.7%	-5.1%	-0.6	-0.9	0.4%
Cc1ccc(CNC(=O)Cn2c([N+](=O)[O-])cnc2C)cc1	nt	-0.9%	6.4%	5.8%	-5.0%	0.3	-0.5	3.9%
COc1ccc(NS(=O)(=O)c2cccc(C(=O)NNC(=O)c3ccc(Br)o3)c2)cc1	-1.8	-0.5%	2.2%	-3.2%	-7.3%	1.3	-0.3	-2.9%

4 compounds from above, reduced to WRN inhibitor.
SMILES | WRN inhibitor
O=C1N=c2ccccc2=C1c1sc(Nc2cccc(O)c2)nc1O | 2.4%
CCc1cc2c(=O)n(CC(=O)NC3CCCCC3)cnc2s1 | -5.1%
Cc1ccc(CNC(=O)Cn2c([N+](=O)[O-])cnc2C)cc1 | -5.0%
COc1ccc(NS(=O)(=O)c2cccc(C(=O)NNC(=O)c3ccc(Br)o3)c2)cc1 | -7.3%

The listing continues.
SMILES	PI5P4Ka inh	EPAC1 ag	EPAC2 agonist	EPAC1 antagonist	WRN inhibitor	CCT modulator	IL2 activator	PLK1 PBD inh
Cc1ccc(C)c(N2C(=O)c3ccc(C(=O)Nc4ccccn4)cc3C2=O)c1	-0.4	0.0%	12.8%	3.5%	5.6%	-0.9	-1.9	-3.1%
O=[N+]([O-])c1cc(/C=N/n2c(-c3cccnc3)n[nH]c2=S)ccc1Cl	?	-0.4%	2.4%	?	?	-2.9	0.9	-20.3%
Cc1ccc(Nc2nc3ccccc3nc2-n2nc(C)cc2C)cc1	-4.7	5.8%	19.5%	-8.5%	2.1%	-2.1	-1.1	-8.3%
Cc1cc2ccccn2c1C(C[N+](=O)[O-])c1ccc(N(C)C)cc1 (centres undefined)	4.8	0.6%	8.6%	21.0%	-3.5%	-3.3	8.0	-2.1%
CC(=O)n1cc([C@H]2C=C(C(=O)N3CCN(Cc4ccccc4)CC3)O[C@@H](OCc3ccc(CO)cc3)C2)c2ccccc21	6.3	-14.3%	8.1%	-7.5%	-7.3%	-2.4	-0.3	-1.2%
O=C(NC(=S)N1CCN(Cc2ccccc2)CC1)c1ccccc1	-10.7	7.3%	15.2%	-8.0%	-28.7%[57.1 µM]	-1.5	2.1	-10.0%
Cc1cc(C)c2[nH]c(=O)c(CN(CC3CCCO3)C(=O)c3cnccn3)cc2c1 (centres undefined)	9.6	-4.3%	0.0%[15.6 µM]	4.5%	5.3%	-7.3	0.1	-4.6%
COC(=O)C[C@H]1CC[C@@H](NC(=O)Nc2ccc3c(c2)OCO3)[C@@H](CO)O1	0.4	4.9%	6.1%	-27.0%	0.9%	nt	-0.6	-17.8%

Profiles, quoted from the list.
Entry for O=C(NC(=S)N1CCN(Cc2ccccc2)CC1)c1ccccc1 → PI5P4Ka inh: -10.7; EPAC1 ag: 7.3%; EPAC2 agonist: 15.2%; EPAC1 antagonist: -8.0%; WRN inhibitor: -28.7%[57.1 µM]; CCT modulator: -1.5; IL2 activator: 2.1; PLK1 PBD inh: -10.0%
Entry for CC(=O)n1cc([C@H]2C=C(C(=O)N3CCN(Cc4ccccc4)CC3)O[C@@H](OCc3ccc(CO)cc3)C2)c2ccccc21 → PI5P4Ka inh: 6.3; EPAC1 ag: -14.3%; EPAC2 agonist: 8.1%; EPAC1 antagonist: -7.5%; WRN inhibitor: -7.3%; CCT modulator: -2.4; IL2 activator: -0.3; PLK1 PBD inh: -1.2%

Additional records follow:
SMILES	PI5P4Ka inh	EPAC1 ag	EPAC2 agonist	EPAC1 antagonist	WRN inhibitor	CCT modulator	IL2 activator	PLK1 PBD inh
CCN(CC)CCCNC(=O)C1CCC(CNS(=O)(=O)c2c(C)cc(C)cc2C)CC1 (centres undefined)	-2.9	-0.3%	4.4%	7.6%	4.8%	-2.4	-2.7	4.7%
CCOC(=O)N1CCN(C(=O)C[C@@H]2C[C@@]3(C(=O)OCC)CCC=C3N(Cc3ccccc3)C2=O)CC1	-2.2	-5.4%	4.7%	18.6%	-3.5%	-0.6	-0.2	-4.5%
COc1ccccc1N1CCN(C(=O)c2cc(-c3cccc(Cl)c3)on2)CC1	nt	3.8%	15.4%	4.4%	3.7%	0.2	-2.4	-2.6%
COC(=O)c1cc(C(=O)c2cccc(Cl)c2Cl)cn1C	1.7	7.0%	5.8%	-3.7%	-7.3%	-2.1	3.0	0.6%
O=[N+]([O-])c1ccc(SCCc2ccccn2)cc1	-12.2	5.7%	7.3%	-8.3%	-24.3%	1.4	0.4	16.8µM*
CCN(Cc1ccccc1)C(c1cccs1)c1nnnn1C1CCCCC1 (centres undefined)	nt	-3.0%	9.3%	8.2%	1.6%	0.8	-3.5	-1.5%
C[C@H](CO)N1C[C@H](C)[C@H](CN(C)C(=O)Nc2cccc3ccccc23)OCc2cnnn2CCCC1=O	-3.3	12.0%	9.0%	4.5%	6.4%	-1.3	-2.2	-27.5%
COc1ccc(CCNC(=O)c2ccco2)cc1OC	0.5	-17.7%	-0.2%	8.7%	-8.2%	0.3	-0.3	-25.5%
Cc1nnc(SCC(=O)N(C)c2ccccc2)n1Cc1ccccc1	0.6	-3.0%	4.4%	-7.3%	-3.6%	1.8	0.4	-8.2%
O=C1c2ccc(-c3ccc4c(c3)C(=O)N(CCCO)C4=O)cc2C(=O)N1CCCO	0.3	8.1%	-1.7%	-2.1%	1.4%	-1.3	0.0	2.6%
Nc1[nH]c(C(=O)c2ccccc2)c(-c2ccc(Cl)c(F)c2)c1C(=O)NCCc1c[nH]c2ccccc12	-1.6	6.5%	11.5%	-22.1%	-0.7%	-1.3	0.2	-10.8%
CCOC1=NS(=O)(=O)c2ccccc21	0.0	2.4%	6.9%	0.8%	-7.7%	-5.5	-0.5	-6.3%
CCn1c(SCC(=O)Nc2ccc(C(C)=O)cc2)nnc1C1CC1	-6.4	10.5%	11.0%	-18.1%	-0.4%	0.5	-3.5	-9.9%
CC1CN(C(=O)N2CCCCC2)CCN1C(=O)N1CCCCC1 (centres undefined)	7.0	3.7%	5.1%	-8.1%	4.7%	0.3	-0.8	-9.3%
Cc1ccc2c(C)c(C(=O)NCCc3ccco3)oc2c1C	2.0	7.9%	22.8%	-17.2%	-1.5%	0.8	-1.4	-5.7%
CCOc1ccc(CN(C)C(=O)CNC(=O)Cc2cccc3ccccc23)cc1	8.1	-8.6%	0.1%	4.0%	-9.1%	-0.4	4.7	-7.9%
CC1CCC(NC(=O)CNC(=O)c2cccs2)CC1 (centres undefined)	0.1	-12.2%	5.7%	-17.8%	-9.6%	1.3	-1.2	-1.0%
Oc1ccccc1Oc1c(F)c(F)nc(N2CCCC2)c1F	-15.7	3.5%	3.8%	-11.4%	-15.9%	-0.8	0.5	-4.0%
COc1ccc([C@H]2Cc3cccc(O)c3C(=O)O2)cc1O	1.8	-14.7%	4.6%	9.5%	-0.1%	-0.3	0.1	3.0%
O=C(Cc1ccc(-n2c(=O)[nH]c3ccccc3c2=O)cc1)N1CCN(c2ccccc2)CC1	0.3	2.8%	-8.0%	4.0%	13.5%	1.3	-0.7	-8.2%
Cc1noc(C)c1CSc1nnc(-c2ccccc2F)n1CCc1ccccc1	-2.3	2.0%	3.0%	15.9%	-1.9%[57.1 µM]	-0.7	-1.7	-14.6%
NNC(=O)c1cc2ccccc2cc1O	-52.4*	14.4%	-1.2%	15.6%	-8.1%	-3.0	3.6	-17.7%
CC(Sc1nnc2ccccn12)C(=O)Nc1ncc(Cl)cc1Cl (centres undefined)	-7.2	-4.2%	-5.4%	-9.0%	-6.6%	-2.3	-1.4	-5.6%
Cc1cc(C2=NNC(=Nc3ccc(S(=O)(=O)N4CCOCC4)cc3)SC2)c(C)n1CC1CCCO1 (centres undefined)	-24.5	-7.6%	-6.7%	15.7%	-27.3%	1.8	0.3	-13.0%
NNS(=O)(=O)c1ccc(Sc2ccccn2)c([N+](=O)[O-])c1	8.5	22.4%	2.8%	7.6%	-4.5%	-1.0	0.5	-25.5%
Cc1cc(C)n(Cc2cccc(C(=O)N/N=C/c3cccnc3)c2)n1	0.8	-3.7%	4.8%	16.8%	11.8%	0.3	-2.5	-3.1%
CCNC(=O)NC(=O)CSc1ccc(S(=O)(=O)N2CCOCC2)cn1	0.2	-6.8%	8.0%	9.6%	6.5%	-1.0	0.9	-7.2%
COc1ccc(/C=C/C(=O)OCC(=O)Nc2c(C)cccc2C)cc1	7.6	-0.6%	7.8%	-0.5%	13.6%	-4.7	0.6	-7.5%

Source: PubChem
